Source: PubChem
LRH-1 inv ag = suppresses constitutive activity of human LRH-1; O00482; HEK293T StAR-luciferase reporter, LRH-1 transfected, 24 h; inhibition, % at 3.6 µM; 0.13% of 360,000 active;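 active = inhibition above the mean inhibition of all tested compounds plus 3 SD, cut at about 73% in these data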;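 also: 0% = DMSO wells and 100% = reporter-only cells lacking LRH-1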
NOD2-RIPK2 inh = blocks binding of human NOD2 to RIPK2; O43353; CHO BLA complementation NOD2-RIPK2, CCF4 ratio; inhibition, % at 4.98 µM; 0.38% of 360,000 active; in the data active = inhibition above about 21%;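 also: 0% = vehicle only and 100% = reference blocker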
NCOA3 inh = inhibits human SRC3 coactivator. Q9Y6Q9. HEK293 GAL4-SRC3 luciferase reporter, luminescence. inhibition, % at 3.6 µM. 0.17% of 360,000 active. AID 588352;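 active = inhibition above a per-campaign cutoff, the mean of all compounds plus 3 SD, cut at about 60% in these data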;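 also: 0% = DMSO-treated cells and 100% = gossypol-treated cells at 36 µM; higher means less SRC3-driven luciferase light from the GAL4 reporter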
TRAIL sens C8 = sensitizes caspase-8 expressing cells to TRAIL. NB7+C8 cells + TRAIL, ATPlite viability luminescence. inhibition (viability loss, TRAIL sensitization), % at 10 µM. 1% of 360,000 active;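 active = compounds causing at least 50% loss of cell viability in the single-dose screen, relative to plate controls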
COUP-TFII inh = blocks human COUP-TFII nuclear receptor. P24468. HEK293T NGFI-A luciferase reporter, luminescence. inhibition, % at 8.6 µM. 0.7% of 370,000 active;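 active = inhibition above a per-plate cutoff, mean inhibition of test wells between control levels plus 3 SD, cut at about 38% in these data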;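 also: cells cotransfected with COUP-TFII expression vector driving the NGFI-A reporter; 0% = median of COUP-TF2 test wells and 100% = reporter-only cells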
EBV LMP1 NFkB = inhibitors of Epstein-Barr LMP1-induced NF-kappaB reporter. LMP1-induced NF-kappaB luciferase reporter cells, luminescence. inhibition, % at 12.5 µM. 0.69% of 350,000 active; in the data active = inhibition above about 41%;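 also: 0% = neutral control wells and 100% = reference inhibitor control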
TLR9-MyD88 inh = TLR9-MyD88 interaction inhibition. inhibition, % at 4.98 µM. 0.21% of 340,000 active. Q9NR96+Q99836. CHO BLA complementation TLR9-MyD88, CCF4 FRET ratio;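 active = inhibition above the mean over all tested compounds plus 3 SD, cut at about 21% in these data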;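 also: 0% = DMSO only wells and 100% = clavulanate BLA inhibitor control wells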
Vif inh = HIV Vif inhibition | HEK293T cells, Vif self-association by quenched fluorescence, imaging, 24 h | inhibition, % at 7.49 µM | 0.35% of 340,000 active | AID 602346; in the data active = inhibition above about 50%, passing the limit was not always enough; also: some results filed as inactive read as strong as hits
SRC2 inh = human SRC2 (NCOA2) inhibition; 0.17% of 370,000 active; AID 651957; HEK293 GAL4-SRC2 luciferase reporter, luminescence; inhibition, % at 9 µM;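 active = inhibition above the mean inhibition of all tested compounds plus 3 SD, set per campaign, cut at about 52% in these data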;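 also: 0% = DMSO treated cells and 100% = cells given Gossypol at 36 µM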
NCOA1 inh = inhibits human SRC1 coactivator; Q15788; HEK293 GAL4-SRC1 luciferase reporter, luminescence; 0.12% of 360,000 active; AID 588354; inhibition, % at 3.6 µM;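 active = inhibition above the campaign mean plus 3 SD, with each screening campaign given its own cutoff, cut at about 60% in these data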;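 also: 0% = DMSO treated cells and 100% = gossypol at 36 µM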
TROY NFkB inh = blocks TROY-dependent signaling in reporter cells; Q293 LMP1-TROYcd NF-kB luciferase reporter, 4 h; inhibition, % at 10 µM; 0.98% of 360,000 active; AID 1347056;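 active = compounds whose plate-normalised and pattern-corrected inhibition of the luciferase reporter signal at the single screening dose is 50% or more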
An asterisk follows results filed as active; / = no result given.

SMILES	LRH-1 inv ag	NOD2-RIPK2 inh	NCOA3 inh	TRAIL sens C8	COUP-TFII inh	EBV LMP1 NFkB	TLR9-MyD88 inh	Vif inh	SRC2 inh	NCOA1 inh	TROY NFkB inh
COc1ccc(S(=O)(=O)Nc2ccc3c(c2)C(=O)N([C@H](C)CO)C[C@H](C)[C@@H](CN(C)C(=O)Nc2ccc(C(F)(F)F)cc2)O3)cc1	6	-1	2	-12	-3	5	2	0	1	-3	-11
CN(CC(=O)Nc1ccccc1C(F)(F)F)C(=O)CSc1nnc(N)s1	22	0	10	-8	-4	5	-11	-3	13	-8	-2
O[C@H]1c2ccccc2[C@H](Cc2cncs2)[C@@H]1Br	-4	-5	-8	2	6	-10	-13	-2	6	8	-15
C=CCOC(=O)C1=C(C)NC2(O)c3ccccc3C(=O)C12O (centres undefined)	24	-11	17	-22	12	6	-2	/	12	-2	29
Cc1cccn2c(=O)c(C=Nc3ccccc3)c(NCc3ccco3)nc12	-20	-6	-16	-3	/	-5	-1	-7	/	-14	-7
CC(=O)Nc1ccc(S(=O)(=O)N2CCN(c3ccc([N+](=O)[O-])c(NCCN4CCOCC4)c3)CC2)cc1	13	-6	6	-17	10	4	-1	17	-5	-18	11
COc1ccc(-n2nnnc2-c2ccccc2)cc1	23	0	6	17	13	12	-6	/	-1	-17	3
COc1ccc(O)c(/C=C2/SC(=S)N(Cc3ccccc3)C2=O)c1	-4	-4	18	-7	17	36	-10	-5	-15	0	11
CCN1CCN(CC(=O)NC2CCCC2)C(=O)C1=O	-5	5	-4	5	3	-1	13	-2	-8	-20	1
Cc1nn(CC(=O)NC2CCC(C)CC2)c(=O)c(C#N)c1C (centres undefined)	3	8	12	0	3	1	7	-8	5	3	-21
COc1cc(OC)cc(C(=O)NCC(=O)OCC(=O)N2c3ccccc3NC(=O)C2(C)C)c1	0	-8	14	-8	2	-2	12	-3	-8	-66	14
Cc1cc(C(=O)N/N=C2\CCCc3ccccc32)c(C)o1	-88	8	-30	11	-28	-5	0	1	-34	-38	-24
Cc1ccc(S(=O)(=O)NC(C)C(=O)NC2CC2)cc1 (centres undefined)	-11	4	9	-22	4	-3	5	-12	9	5	-17
COc1ccc(N(C)S(=O)(=O)c2ccc3c(c2)NC(=O)CO3)c(OC)c1	5	8	-6	-13	-8	-5	9	0	-13	-1	-10
O=C(COc1ccccc1Cl)NCc1nc(-c2ccccc2)no1	-3	7	-10	-17	-20	-5	-10	/	-18	17	-1
Cc1cccc(N2CCN(Cc3cn(C)nc3-c3ccccc3F)CC2)n1	24	3	22	-19	35	10	9	2	-5	1	19
CCn1c(SCC(=O)c2cccs2)nnc1-c1ccco1	-10	-3	-17	4	-4	-5	-2	12	-25	-13	-28
CC1CCc2nc(NC(=O)C3COc4ccccc4O3)sc2C1 (centres undefined)	29	-12	34	18	64*	40	-2	-9	41	53	82*
COc1ccc(CC(N)c2csc(NC(=O)Nc3ccccc3Oc3ccccc3)n2)cc1 (centres undefined)	-20	-23	3	43	0	/	/	-3	-3	8	16
O=C(Nc1ccc(OCC(=O)N2CCN(S(=O)(=O)c3ccccc3)CC2)cc1)c1ccco1	-2	-1	-3	4	-8	2	-8	5	-10	3	-3
Cc1ccccc1Cn1c(C(C)O)nc2ccccc21 (centres undefined)	-1	-3	3	-10	1	5	-1	3	-29	3	-6
COc1ccc(CCN2C(=O)c3[nH]nc(-c4ccccc4O)c3C2c2ccccc2)cc1OC (centres undefined)	16	4	9	3	26	8	-4	-5	22	-7	32
Nc1cccc2c1C(=O)N(C(=O)c1ccc(S(=O)(=O)N3CCCCCC3)cc1)C2=O	18	18	-3	8	-3	-1	19	0	0	1	14
CCN1CCCC1CNS(=O)(=O)c1ccc(F)c(Cl)c1 (centres undefined)	-5	-8	-17	0	-9	-3	5	51*	-6	-17	-4
CC1=C(C(=O)Nc2cc(C(=O)NCc3ccccc3)ccc2C)SCCO1	23	-18	7	-12	-17	-16	9	3	10	-12	-6
SMILES	LRH-1 inv ag	NOD2-RIPK2 inh	NCOA3 inh	TRAIL sens C8	COUP-TFII inh	EBV LMP1 NFkB	TLR9-MyD88 inh	Vif inh	SRC2 inh	NCOA1 inh	TROY NFkB inh
O=C(Oc1ccc([N+](=O)[O-])cc1)C1CC(=O)N(c2ccc3c(c2)OCCO3)C1 (centres undefined)	13	-7	0	0	-1	-5	-7	0	11	6	14
CN(CC(=O)Nc1ccc(Cl)cc1)C1CCCCC1	1	-8	7	5	-16	-4	-8	-17	-16	-37	-13
Cc1ccc(S(=O)(=O)N2CCC(C(=O)N[C@@H](C)C(=O)NC3CCCCC3)CC2)cc1	-6	-7	-4	-7	-8	-3	-4	2	-2	10	7
CCC(=O)NC(NC(=O)CC)C(Cl)Cl	6	2	-11	-7	-5	-3	7	8	-9	12	6
COc1ccc(-c2cc(C(F)(F)F)nc(S(=O)(=O)CCC(=O)N3CCOCC3)n2)cc1	-3	6	18	-4	-2	-5	-6	20	-14	-10	49
CC12CCC(C(S(=O)(=O)Nc3ccccc3)C1=O)C2(C)C (centres undefined)	12	-4	3	0	-8	-2	-3	7	-2	-6	5
CCCc1ccc(-c2ccc(/C=C/C(=O)O)cc2)nc1	78*	-1	65*	85*	98*	75*	4	-3	88*	71*	14
Cc1coc2cc3oc(=O)c(CCC(=O)N[C@@H](CCCNC(N)=O)C(=O)O)c(C)c3cc12	3	-10	-11	-27	-6	-8	-1	0	7	-39	9
CCNC(=O)CN(c1ccccc1OC)S(=O)(=O)c1cccs1	8	0	-2	-14	-10	0	-2	21	10	-19	8
COc1cc(NC(=S)NN2CCN(C)CC2)cc(OC)c1	-2	-13	-14	-1	14	-7	0	-3	-15	-14	9
Cc1ccc(C)n1NC(=O)c1cccc(Cl)c1	8	-1	-26	0	5	1	6	14	-1	3	0
CC1(C2CC2)NC(=O)N(CC(=O)NCC(=O)Nc2ccc(F)c(F)c2F)C1=O (centres undefined)	15	1	10	-7	-10	-2	6	47	-3	-2	-12
Cc1ccc(CSC2=NCCN2S(=O)(=O)c2ccc(C)cc2)cc1	0	3	-3	7	-12	-5	-5	8	-29	3	-21
CCn1nnnc1-c1ccc(OC)c(S(=O)(=O)Nc2ccc(S(N)(=O)=O)cc2)c1	-4	3	-13	-17	-5	-5	-13	5	11	-14	0
Cc1ccc(S(=O)(=O)N2CCN(C(=O)CSC(=S)N3CCCC3)CC2)c(C)c1	2	-3	1	4	2	-3	-25	-1	16	0	0
O=C(O)C1CCCCC1C(=O)NCc1ccc(Cl)c(Cl)c1 (centres undefined)	4	-9	11	1	-3	-5	-5	-2	2	-11	-2
CCOC(=O)N1CCN(C(=O)c2ccccc2NC(=O)c2ccccc2Cl)CC1	-2	-5	0	-9	2	2	-17	-7	7	-4	21
O=S(=O)(c1ccc(Cl)cc1)c1ccccn1	4	-7	2	-4	-21	5	-4	-2	-1	9	-1
Cc1cc(S(=O)(=O)Nc2ncnc3sccc23)ccc1F	0	4	8	-12	-5	3	3	13	-4	1	7
CN1CCN(C(=O)c2ccc(CN3CCOCC3)cc2)CC1	4	0	-17	-26	-4	-1	7	-9	-13	-16	10
CCCCn1c(=O)[nH]c(=O)c2c1nc(-c1ccccc1F)n2Cc1ccccc1OC	5	0	2	-7	3	-1	-6	11	1	2	-1
Cc1ccc(-c2noc(C3CCCN(S(=O)(=O)c4ccc(S(=O)(=O)N(C)C)cc4)C3)n2)o1 (centres undefined)	3	-2	21	9	-3	-15	5	14	-5	-19	18
CCC(C)C(=O)Nc1cc([N+](=O)[O-])ccc1Cl (centres undefined)	20	-9	21	-9	12	4	-6	0	-33	-3	11
O=C(NCC1OCCCN1S(=O)(=O)c1cc(F)ccc1F)C(=O)NC1CCCC1 (centres undefined)	0	-5	10	6	14	10	-2	-1	-11	-14	-8
CC(C)Cn1c(N)c(C(=O)COC(=O)c2ccc(F)cc2)c(=O)n(C)c1=O	-2	1	-4	6	10	6	8	/	12	3	13
SMILES	LRH-1 inv ag	NOD2-RIPK2 inh	NCOA3 inh	TRAIL sens C8	COUP-TFII inh	EBV LMP1 NFkB	TLR9-MyD88 inh	Vif inh	SRC2 inh	NCOA1 inh	TROY NFkB inh
COc1cccc2nc3cc(C)c(C)cc3nc12	-96	-8	-123	68*	-53	9	-5	-11	-55	-88	9
CCOc1cc(/C=C2\NC(=S)N(C)C2=O)ccc1OCc1ccc(C(=O)O)cc1	5	1	-8	0	10	4	1	-16	10	16	22
COc1ccc(OC)c(NC(=O)C2CC(C)=C(C)CC2C(=O)O)c1 (centres undefined)	14	-4	-3	6	-3	-6	1	17	-23	-10	7
CCOC(=O)C1CCCN(S(=O)(=O)c2ccc3c(c2)N(C)C(=O)CC(=O)N3C)C1 (centres undefined)	8	-5	12	6	-10	-4	-8	-2	-5	2	6
O=C(NCc1ccccn1)c1ccc(NS(=O)(=O)c2ccccc2)cc1	0	-6	-3	2	3	7	7	2	-13	-4	-2
CCCc1nnc(NC(=O)CCC(=O)Nc2ccc(Cl)cc2)s1	28	-16	8	2	-16	5	3	4	-25	-2	-22
O=C(NCCCCc1ccccc1)c1cccc(NC(=O)c2ccccc2)c1	-23	4	4	3	-1	6	-1	/	8	-3	-8
COc1cccc(-n2c(Cn3nc(C(F)(F)F)cc3C)n[nH]c2=S)c1	-6	-8	9	-9	1	-7	-2	3	-3	0	-8
CS(=O)(=O)c1sc2nc(-c3cccs3)cc(-c3ccccc3)c2c1N	-1	3	11	40	-5	2	25*	-5	-12	5	12
Cc1ccc(N2CN(Cc3ccco3)CNC2=S)c(C)c1	2	-10	-7	-6	-2	0	-10	-1	-2	1	12
Cc1csc(NC(=O)CSc2nc(=O)n(CCN(C)C)c3c2CCCC3)n1	-2	0	6	0	9	-6	-4	2	-12	0	-22
COC(=O)c1c(C)oc2cc(Br)c(OCC(=O)C(C)(C)C)cc12	3	-3	-3	5	9	-3	0	0	-14	-12	3
O=C(Nc1cccc(F)c1)C1CCCN(C(=O)c2ccc(Cl)cc2)C1 (centres undefined)	10	-3	10	6	21	4	10	-5	11	-15	-15
CCOC(=O)C1=CC[C@]2(C)c3c(c4ccccc4n3C)C(=O)C1N2C	-19	-8	11	3	-13	-18	-9	-3	20	-6	5
O=C(Nc1ncn[nH]1)c1cccc(F)c1	-14	-3	-4	-4	-4	-5	5	0	-12	-30	-18
N=C1C(c2nc3ccccc3s2)=C(O)CN1NC(=O)c1ccc([N+](=O)[O-])cc1	-95	-10	-86	16	-17	-6	-7	8	-57	-49	-42
Cc1noc(C)c1NC(=O)N(C)C[C@H]1Oc2ccc(NC(=O)Nc3ccccc3)cc2C(=O)N([C@H](C)CO)C[C@@H]1C	9	-8	17	-17	8	2	-2	-2	9	8	-6
O=S(=O)(NCCNc1nccc(C(F)(F)F)n1)c1ccccc1	-20	-3	9	-12	-8	11	-10	-3	-22	3	5

A portion from further up, for reference:
SMILES	LRH-1 inv ag	NOD2-RIPK2 inh	NCOA3 inh	TRAIL sens C8	COUP-TFII inh	EBV LMP1 NFkB	TLR9-MyD88 inh	Vif inh	SRC2 inh	NCOA1 inh	TROY NFkB inh
N=C1C(c2nc3ccccc3s2)=C(O)CN1NC(=O)c1ccc([N+](=O)[O-])cc1	-95	-10	-86	16	-17	-6	-7	8	-57	-49	-42
Cc1noc(C)c1NC(=O)N(C)C[C@H]1Oc2ccc(NC(=O)Nc3ccccc3)cc2C(=O)N([C@H](C)CO)C[C@@H]1C	9	-8	17	-17	8	2	-2	-2	9	8	-6
O=S(=O)(NCCNc1nccc(C(F)(F)F)n1)c1ccccc1	-20	-3	9	-12	-8	11	-10	-3	-22	3	5

Some of the compounds tested; rates above refer to the full screens.
